MsrA inh: bovine MsrA inhibition; inhibition, % at 15.5 µM; hit rate 0.75% among 360,000; AID 651718; purified bovine MsrA, absorbance read-out; in the data active = inhibition above about 4.5%;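 also: 0% = vehicle wells with enzyme and 100% = reference inhibitor wells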
CSN inh: CSN deneddylation inhibition; hit rate 0.38% among 360,000; Purified CSN, SCF-Nedd8-OG deneddylation, fluorescence polarization; inhibition, % at 12.5 µM; AID 651999;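 active = pattern-corrected inhibition above about 35%, with an unprinted fluorescence ratio check between 0.5 and 1.5, limit read from the data, passing the limit was not always enough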;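 also: 0% = enzyme with substrate and 100% = substrate without enzyme; some results filed as inactive read as strong as hits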
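Detection – fluorescence polarization · System – HEK293T-derived human Csn5 enzyme · Controls – substrate-only high control, full reaction low control · Timing – 90 min, room temperature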
Scp-1 inhibitor: inhibitors of human Scp-1 phosphatase | Q9GZU7 | Recombinant Scp1, phosphopeptide, malachite green phosphate absorbance | inhibition, % at 20 µM | hit rate 0.88% among 340,000 | AID 493091;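 active = inhibition above about 50% at 20 µM, limit read from the data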;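 also: plate controls were DMSO wells with enzyme for no effect and wells lacking enzyme for full effect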
Target sequence (Q9GZU7 76-261 limits assumed): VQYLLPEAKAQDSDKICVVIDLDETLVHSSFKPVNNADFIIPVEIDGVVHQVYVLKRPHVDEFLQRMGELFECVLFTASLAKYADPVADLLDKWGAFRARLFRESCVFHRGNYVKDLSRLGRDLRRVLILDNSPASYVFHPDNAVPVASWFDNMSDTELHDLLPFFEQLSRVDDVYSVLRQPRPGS
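System: truncated SCP-1 phosphatase (76-261aa); medium: Tris acetate buffer pH 5.5 with MgCl2 and Tween-20; incubation: 45 min room-temperature reaction, 5 min colour, 30 min stabiliser; compound: single 20 µM dose, 1% DMSO; reagent: Phosphorylated 17-residue peptide substrate; read-out: % inhibition at 20 µM; technique: colorimetric free-phosphate detection, absorbance 630 nm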
Rpn11 block: blocks the human proteasome subunit Rpn11; O00487; calls only at 20 µM; human 26S proteasome, Ub4-pepOG fluorescence polarization; 20S core pre-blocked with epoxomicin; hit rate 0.59% among 360,000;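 active = inhibition at 20 µM, scaled to each plate's controls, above about 33%, limit read from the data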
STEP inh: STEP (human) phosphatase inhibition; P54829; recombinant STEP, OMFP fluorogenic substrate, fluorescence; inhibition, % at 20 µM; hit rate 0.25% among 360,000;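 active = inhibition at 20 µM, scaled per plate between control wells, above about 37%, limit read from the data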;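 also: 0% = DMSO with enzyme and substrate and 100% = substrate only without enzyme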
Target sequence (P54829 whole entry, looked up): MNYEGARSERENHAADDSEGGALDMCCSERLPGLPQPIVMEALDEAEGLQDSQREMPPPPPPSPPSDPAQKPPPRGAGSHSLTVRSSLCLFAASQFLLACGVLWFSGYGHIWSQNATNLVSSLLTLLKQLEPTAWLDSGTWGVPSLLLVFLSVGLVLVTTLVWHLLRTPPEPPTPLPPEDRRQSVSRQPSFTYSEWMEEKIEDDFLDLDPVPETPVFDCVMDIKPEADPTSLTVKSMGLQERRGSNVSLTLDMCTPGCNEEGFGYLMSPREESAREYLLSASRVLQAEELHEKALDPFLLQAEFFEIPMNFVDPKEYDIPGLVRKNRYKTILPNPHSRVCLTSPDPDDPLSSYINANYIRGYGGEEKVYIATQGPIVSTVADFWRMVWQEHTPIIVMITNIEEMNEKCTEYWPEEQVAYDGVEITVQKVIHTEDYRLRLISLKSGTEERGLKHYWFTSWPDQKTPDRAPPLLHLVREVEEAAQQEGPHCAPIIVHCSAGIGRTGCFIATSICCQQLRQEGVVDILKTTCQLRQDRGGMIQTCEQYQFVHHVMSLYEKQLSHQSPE
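Also added – OMFP at 25 µM · Test system – STEP tyrosine phosphatase · Technique – FITC-channel fluorescence of OMFP product · Schedule – 20 min at room temperature, dark · Evaluation – control-normalized % inhibition with plate pattern correction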
SUMO1 PPI mod: alters human SUMO1 binding to SIM partners. SUMO1 binding to a labelled peptide, TR-FRET, 1 h. inhibition, % at 20 µM. hit rate 0.33% among 360,000. AID 602429; in the data active = inhibition above about 37%
TbMetRS inhib: Trypanosoma brucei MetRS inhibition; inhibition, % at 11.9 µM; hit rate 0.4% among 360,000; purified T. brucei MetRS, ATP depletion, Kinase-Glo luminescence;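 active = inhibition above a per-plate cutoff of the control wells' mean inhibition plus 3 SD, cut at about 5.5% in these data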;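 also: 0% = DMSO wells median and 100% = median of wells with control inhibitor compound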
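Dosing: 11.9 µM compound single dose, 0.9% DMSO; Assay system: purified T. brucei MetRS enzyme; Measured by: Kinase-Glo luciferase luminescence reporting remaining unconsumed ATP; Schedule: 15 min plus 2 h at 25 °C.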
NadD inh: blocks S. aureus nicotinate mononucleotide adenylyltransferase; inhibition, % at 20 µM; AID 602399; purified NadD enzyme, colorimetric absorbance read-out; hit rate 0.78% among 360,000; in the data active = inhibition above about 26%; also: some compounds past the cut are filed as inactive
DNMT1 block: DNMT1 (human) enzyme inhibition | DNMT1 molecular beacon, Hinp1I cleavage, fluorescence | inhibition (reported as % activation of signal), % at 10 µM | hit rate 0.83% among 360,000; in the data active = inhibition above about 50%
LMPTP inh: blocks human LMPTP phosphatase | P24666 | hit rate 0.22% among 360,000 | inhibition, % at 20 µM | recombinant LMPTP-A, OMFP fluorogenic substrate, fluorescence intensity;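 active = compounds that cut the enzyme signal by at least half of the control window in the single-dose screen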;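 also: plate controls were DMSO wells with enzyme plus substrate for no effect and substrate without enzyme for full effect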
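material = LMPTP-A | quantity = 0.625 nM enzyme | reagent = OMFP substrate, 400 µM final | buffer or medium = Bis-Tris pH 6.0, DTT, detergent | detection = endpoint fluorescence intensity from OMFP dephosphorylation | dosing = single 20 µM dose | read-out basis = % inhibition relative to no-enzyme and uninhibited control wells | control set = no-enzyme and uninhibited controls | timing = 50 min at room temperature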
Numbers without * were called inactive; i = inactive; nt = no result given.

Start of the data: the first 4 records, ahead of the listing:
# | compound | MsrA inh | CSN inh | Scp-1 inhibitor | Rpn11 block | STEP inh
1 | COC(=O)C1=C(c2ccc3ccccc3c2)C[C@@H]2CC[C@H]1N2C(=O)N1CCCC1 | nt | 1.9 | 0.6 | i | 0.5
2 | O=P(Nc1cccnc1)(Oc1ccccc1Cl)Oc1ccccc1Cl | -1.1 | 0.2 | -3.1 | i | 1.7
3 | COc1ccc(-c2ccc3c(c2)CN(C(=O)NC2CCCCC2)Cc2cnnn2-3)cc1 | 1.5 | -8.2 | nt | i | 1.7
4 | C[C@]12CCC3C(CC[C@H]4C[C@H](O)CC[C@]34C)C1[C@@H](O)C[C@@H]2O (stereo partly drawn) | 0.1 | 6.2 | -15.3 | i | -4.6

# | SUMO1 PPI mod | TbMetRS inhib | NadD inh | DNMT1 block | LMPTP inh
1 | -8.9 | 0.2 | 0.2 | -1.1 | -0.9
2 | -2.3 | -0.2 | -3.7 | -10.3 | 0.3
3 | 2.2 | 0.1 | 7.5 | 0.6 | 1.8
4 | -2.3 | -0.1 | 2.5 | -1.5 | -1.3

The listing, repeating the preview:
# | compound | MsrA inh | CSN inh | Scp-1 inhibitor | Rpn11 block | STEP inh
1 | COC(=O)C1=C(c2ccc3ccccc3c2)C[C@@H]2CC[C@H]1N2C(=O)N1CCCC1 | nt | 1.9 | 0.6 | i | 0.5
2 | O=P(Nc1cccnc1)(Oc1ccccc1Cl)Oc1ccccc1Cl | -1.1 | 0.2 | -3.1 | i | 1.7
3 | COc1ccc(-c2ccc3c(c2)CN(C(=O)NC2CCCCC2)Cc2cnnn2-3)cc1 | 1.5 | -8.2 | nt | i | 1.7
4 | C[C@]12CCC3C(CC[C@H]4C[C@H](O)CC[C@]34C)C1[C@@H](O)C[C@@H]2O (stereo partly drawn) | 0.1 | 6.2 | -15.3 | i | -4.6
5 | O=C1CSC2(CN3CCC2CC3)N1 (stereo not drawn) | 0.0 | 0.2 | -0.3 | i | -0.1
6 | CN(C)c1nc(N(C)C)nc(N(C#N)CCCl)n1 | 0.3 | -4.9 | -4.1 | i | 2.9
7 | CC1CCOC(=O)C=CC=CC(=O)OC2CC3OC4C5OC5(C)C(O)CC4(COC(=O)C1O)C2(C)C31CO1 (stereo not drawn) | -0.1 | -11.0 | -2.8 | i | -2.3
8 | CC12CCC3C(CCC4(O)CC(O)CCC34C=O)C1(O)CCC2C1=CC(=O)OC1 (stereo not drawn) | 0.2 | -4.0 | -7.6 | i | -3.6
9 | CCc1nnc(NS(=O)(=O)c2ccc(N=Cc3c(O)n(-c4ccccc4)c(=O)[nH]c3=O)cc2)s1 | 3.6 | -4.1 | -7.3 | i | 0.8
10 | COc1cc(C)cc(CN2CC=C(c3ccccc3)CC2)c1O | -0.6 | -1.7 | -5.7 | i | 0.9
11 | CC(=O)OC1C(O)C2=C3C4(C)C1C(C)(C)C(=O)CC4C3(O)C(OC(C)=O)C1(CC1C)C2=O (stereo not drawn) | -0.3 | 0.1 | nt | nt | nt
12 | O=C1NC(=O)C2(CCN(c3ccccc3)CC2)C(=O)N1 | -0.3 | 0.1 | -7.6 | i | -1.4

# | SUMO1 PPI mod | TbMetRS inhib | NadD inh | DNMT1 block | LMPTP inh
1 | -8.9 | 0.2 | 0.2 | -1.1 | -0.9
2 | -2.3 | -0.2 | -3.7 | -10.3 | 0.3
3 | 2.2 | 0.1 | 7.5 | 0.6 | 1.8
4 | -2.3 | -0.1 | 2.5 | -1.5 | -1.3
5 | 2.9 | 0.2 | -1.4 | -0.8 | -4.5
6 | 0.9 | 0.1 | -2.4 | 1.1 | 0.6
7 | -4.6 | 0.7 | -1.5 | -1.4 | -0.7
8 | 0.5 | -0.1 | -1.9 | 9.3 | -1.8
9 | 1.5 | 0.2 | 2.1 | -0.7 | -0.2
10 | -3.6 | -0.4 | 6.6 | -3.5 | 2.2
11 | 0.9 | -0.1 | 11.9 | nt | -1.1
12 | 3.4 | -0.3 | 0.6 | -3.3 | -1.3

Reprinted at random: 2 compounds from above.
# | compound | MsrA inh | CSN inh | Scp-1 inhibitor | Rpn11 block | STEP inh
1 | COC(=O)C1=C(c2ccc3ccccc3c2)C[C@@H]2CC[C@H]1N2C(=O)N1CCCC1 | nt | 1.9 | 0.6 | i | 0.5
3 | COc1ccc(-c2ccc3c(c2)CN(C(=O)NC2CCCCC2)Cc2cnnn2-3)cc1 | 1.5 | -8.2 | nt | i | 1.7

# | SUMO1 PPI mod | TbMetRS inhib | NadD inh | DNMT1 block | LMPTP inh
1 | -8.9 | 0.2 | 0.2 | -1.1 | -0.9
3 | 2.2 | 0.1 | 7.5 | 0.6 | 1.8

Next results.
# | compound | MsrA inh | CSN inh | Scp-1 inhibitor | Rpn11 block | STEP inh
13 | Oc1c(Cl)c(Cl)c(Cl)c(Cl)c1Cl | 0.0 | 0.4 | -14.5 | i | 0.8
14 | COc1cc2c(cc1OC)C1C(=O)c3ccc4c(c3OC1CO2)CC(C(C)C)O4 (stereo not drawn) | 0.9 | -0.8 | -2.2 | i | 2.3
15 | C[N+](C)(C)CC1CCCC(C[N+](C)(C)C)C1=O (stereo not drawn) | 0.6 | 0.4 | 47.2 | i | -3.9
16 | Brc1ccc(CN2CCNCC2)s1 | 0.2 | 1.0 | -12.3 | i | 3.3
17 | COc1ccc(OC(=O)N(C)C[C@@H]2OCc3cnnn3CCCC(=O)N([C@@H](C)CO)C[C@@H]2C)cc1 | 0.1 | 2.4 | nt | i | -0.5
18 | CN(C)CC#CCn1c2ccccc2c2ccccc21 | -0.5 | 4.6 | 2.7 | i | -2.6
19 | O=C1CN=C(c2ccccc2)c2cc(Br)ccc2N1 | -0.8 | -2.8 | -7.5 | i | -2.5
20 | COc1ccc(C(O)c2ccccc2OP(=O)(N(C)C)N(C)C)cc1 (stereo not drawn) | 1.1 | 10.3 | -8.3 | i | 1.0
21 | CC(=O)O[C@H]1CC[C@@]2(C)C(=CC(=O)C3C2CC[C@@]2(C)C3C[C@H](OC(C)=O)[C@@H]2OC(C)=O)C1 (stereo partly drawn) | 0.0 | 0.6 | 0.5 | i | -1.2
22 | Brc1ccc2c(c1)CN(CC1CCCCC1)Cc1cnnn1-2 | 0.3 | 2.0 | nt | i | 0.5
23 | O=C(CCCCCn1c(=S)[nH]c2ccccc2c1=O)N1CCC2(CC1)OCCO2 | 0.8 | 4.8 | -20.1 | i | 2.5

# | SUMO1 PPI mod | TbMetRS inhib | NadD inh | DNMT1 block | LMPTP inh
13 | 26.3 | -0.7 | 7.0 | 3.8 | 0.7
14 | 3.0 | -0.7 | 2.6 | -7.2 | 3.2
15 | -12.4 | -0.4 | 9.1 | 1.1 | -5.7
16 | -1.3 | -1.2 | -10.6 | -0.7 | -0.7
17 | 0.5 | -1.9 | -2.1 | 8.3 | -1.1
18 | 7.8 | 0.5 | -5.8 | 2.0 | -1.6
19 | 0.9 | 0.6 | 0.0 | -3.0 | 1.4
20 | -3.2 | -0.3 | -2.4 | 8.7 | -1.5
21 | 0.4 | -0.2 | -1.9 | 3.4 | -0.2
22 | 8.5 | -0.8 | -4.1 | 7.3 | -0.5
23 | 1.3 | -0.2 | 1.6 | -1.5 | -0.7

Not all compounds are listed; count on the stated rates, not on these rows.
